EPAC2 ag – EPAC2 (human) agonism | AID 720711 | EPAC2 activation, biochemical qHTS; response scale: 100% = 6.5 mM cAMP response | Potency, µM (highest dose often 154 µM), for inactives: at the top dose activation, most hits filed as activators | Q8WZA2 | actives 0.079% (n = 360,000); note: potency is the fitted concentration of half-maximal effect; nearly all actives have a fitted effect of over 50% in size
Target sequence (Q8WZA2 whole entry, looked up): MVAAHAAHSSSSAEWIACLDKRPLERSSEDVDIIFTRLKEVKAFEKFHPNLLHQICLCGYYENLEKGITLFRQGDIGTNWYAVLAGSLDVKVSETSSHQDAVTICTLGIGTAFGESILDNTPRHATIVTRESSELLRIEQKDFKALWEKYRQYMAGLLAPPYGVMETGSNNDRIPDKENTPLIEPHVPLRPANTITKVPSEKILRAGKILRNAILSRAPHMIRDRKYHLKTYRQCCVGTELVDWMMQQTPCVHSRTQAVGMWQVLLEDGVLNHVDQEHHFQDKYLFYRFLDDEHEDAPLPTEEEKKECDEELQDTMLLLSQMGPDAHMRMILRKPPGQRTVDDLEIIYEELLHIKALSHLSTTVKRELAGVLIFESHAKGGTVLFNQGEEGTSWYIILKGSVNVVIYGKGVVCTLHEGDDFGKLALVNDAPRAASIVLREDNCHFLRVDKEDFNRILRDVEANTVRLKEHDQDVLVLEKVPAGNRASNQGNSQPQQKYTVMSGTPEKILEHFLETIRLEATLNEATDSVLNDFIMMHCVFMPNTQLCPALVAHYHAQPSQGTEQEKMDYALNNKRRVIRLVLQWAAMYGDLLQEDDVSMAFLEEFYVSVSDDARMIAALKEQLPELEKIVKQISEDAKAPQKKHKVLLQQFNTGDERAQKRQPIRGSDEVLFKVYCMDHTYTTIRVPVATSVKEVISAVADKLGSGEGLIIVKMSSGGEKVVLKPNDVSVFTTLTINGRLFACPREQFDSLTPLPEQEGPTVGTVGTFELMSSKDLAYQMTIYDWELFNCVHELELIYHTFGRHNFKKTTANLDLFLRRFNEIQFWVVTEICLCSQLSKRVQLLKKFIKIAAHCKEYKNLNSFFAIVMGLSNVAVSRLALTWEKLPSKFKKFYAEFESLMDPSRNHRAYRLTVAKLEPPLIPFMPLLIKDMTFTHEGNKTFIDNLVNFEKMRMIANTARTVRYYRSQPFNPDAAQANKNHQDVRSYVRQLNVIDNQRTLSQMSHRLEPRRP
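EPAC2 (100 nM) mixed with Rap1B loaded with BODIPY-GDP (250 nM) plus 50 uM unlabeled GDP; compounds pinned in, 5 min RT, then read every 5 min for 30 min (ex 480, em 540 nm). Normalized to cAMP control.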
ATXN2 expr inh – ATXN2 expression inhibition; HEK-293 ATXN2-luciferase reporter, luminescence, 24 h; Potency, µM (titrated, usually from 57 µM), without a hit: top-dose activity change, negative = inhibition, hits mostly inhibitors; actives 0.72% (n = 360,000); AID 1745845; note: potency is the fitted concentration of half-maximal effect; % is set by controls: 0 for no effect and ±100 for the full control effect; nearly all actives have a fitted effect of over 55% in size
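qHTS (up to 57 uM final) was run with 24 h compound exposure of reporter cells at 37 °C. Each well was multiplexed: SteadyGlo luminescence measured ATXN2-luciferase expression after a fluorogenic Gly-Phe-AFC viability readout (25 uM final).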
Nrf2 activator – activators of Nrf2 (ARE) signaling; AREc32 ARE-luciferase reporter (MCF7-derived line), luminescence, 24 h; Potency, µM (highest dose often 46.1 µM), inactives show top-dose activation, usual class: activators; actives 0.31% (n = 410,000); note: potency is the fitted concentration of half-maximal effect; % of control where 0% means no effect; nearly all actives have a fitted effect of over 65% in size
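For detection, Steady-Glo was added and plates sat 30 min at RT; before that, AREc32_Fluc cells grown overnight in OPTI-MEM/5% FBS had been treated with 23 nL compound for 24 hr at 37 deg C.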
IL2 activator – activators of IL-2. IL-2 activation reporter assay, cell-based qHTS; stimulated with anti-CD3/CD4/CD28 beads; in transgenic mouse T cells. activation, % (series mostly up to about 46 µM). actives 0.065% (n = 360,000). AID 652025; in the data active = activation above about 50%; inconclusive = mostly about 30% to 49%; note: 0% is about no effect
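Quantitative HTS in unstimulated transgenic mouse T cells, with memory T cells as non-tolerant control and PMA/ionomycin as tolerance-bypass control. Compound pretreatment lasted 60 minutes before 18 h bead stimulation; EGFP/DsRed fluorescence read.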
A549 viability – A549 cytotoxicity, counter-screen for Nrf2 inhibitors | A549 ARE-Fluc cells, CellTiter-Fluor viability, 18-24 h | Potency, µM (doses to about 46 µM), without a hit: at the highest dose activity change, negative = cytotoxicity, usual class: inhibitors | actives 0.16% (n = 390,000); note: potency is the fitted concentration of half-maximal effect; % is set by controls: 0 for no effect and ±100 for the full control effect
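A549 ARE-Fluc cells in 5% FBS OPTI-MEM, 5000 cells/well, rested 2 h then exposed to compounds in concentration-response for 18-24 h at 37 °C. Viability by CellTiter-Fluor fluorescence (Ex 405/Em 525) after 30 min; luciferase luminescence (BugLite, 15 min, RT) read afterwards.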
S2 tox – reduces viability in counter-screen for ATXN expression inhibitors | S2 cells (HEK-293 line with an ATXN2-luciferase reporter) viability, CellTiter-Fluor protease fluorescence, 24 h | Potency, µM (doses to about 56.7 µM), hits mostly cytotoxic | actives 0.49% (n = 400,000); note: potency is the fitted concentration of half-maximal effect; nearly all actives have a fitted effect of over 40% in size
Nrf2 inh – Nrf2 pathway inhibition; Potency, µM (doses to about 46 µM), inactives show top-dose activity change, negative = inhibition, hits mostly inhibitors; actives 2.1% (n = 360,000); A549 ARE-Fluc reporter, luciferase luminescence, 18-24 h; note: potency is the fitted concentration of half-maximal effect; % is set by controls: 0 for no effect and ±100 for the full control effect; nearly all actives have a fitted effect of over 60% in size
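A549 ARE_Fluc cells, 5000/well, 5% FBS OPTI-MEM; compounds in dose-response, 18-24 h at 37 °C/5% CO2; CellTiter-Fluor viability read (Ex 405/Em 525), then BugLite luciferase luminescence = Nrf2 activity.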
HepG2 viability – kills HepG2 cells in TGF-b inhibitor counter-screen; Potency, µM (highest dose often 46.1 µM), for inactives: at the highest dose activity change, negative = cytotoxicity, most hits filed as cytotoxic; AID 588856; actives 0.76% (n = 410,000); HepG2 CAGA-GFP viability, ATP luminescence, 18 h; note: potency is the fitted concentration of half-maximal effect; some results filed as inactive show a strong effect at the top dose
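CellTiter-Glo luminescence gave cytotoxicity after 18 hours at 37 degrees C. The cells were HepG2 CAGA-GFP in 1% FBS DMEM, stimulated with 500 pg/mL TGF-beta after compound addition. %Activity was normalised to no-cell wells (complete cell-killing) and DMSO (no toxicity), and curves were fitted and classified.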
TGFb SMAD3 inh – blocks TGF-b signaling; HepG2 CAGA-GFP TGF-b/SMAD3 reporter, GFP fluorescence, 18 h; TGF-beta stimulated, 500 pg/mL final; Potency, µM (titrated, usually from 46.1 µM), inactives show at the highest dose activity, negative = inhibition, usual class: inhibitors; actives 1.2% (n = 410,000); AID 588855; note: potency is the fitted concentration of half-maximal effect; % is set by controls: 0 for no effect and ±100 for the full control effect; nearly all actives have a fitted effect of over 65% in size
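GFP signal (ex488/em500-530) from TGF-beta-stimulated HEPG2 CAGA-GFP cells, 500 pg/mL final, 18 h at 37 degrees C in DMEM plus 1% FBS, normalized to unstimulated and DMSO-stimulated controls.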
* = called active by the depositor; i = inactive; ? = inconclusive; · = no result given; [ ] = dose if it differs, or a comment. Unless noted, calls come from the whole dose curve; as a rule, active = well fitted curve in the direction sought with a large enough effect; inconclusive = small, poorly fitted or top-dose-only effect, or another doubt; inactive = no such curve, though single readings can be large; an effect the other way counts as inactive or inconclusive. Rows were taken by chance; any-hit rate near 4.3%.

SMILES	EPAC2 ag	ATXN2 expr inh	Nrf2 activator	IL2 activator	A549 viability	S2 tox	Nrf2 inh	HepG2 viability	TGFb SMAD3 inh
CC(=O)Nc1cc(-c2nn(C)c(=O)c3ccccc23)ccc1N1CCCCC1	9%	·	-0.1%	1.5	-4%	·	-1%	-20%	14%
CCNC(=O)CN(c1ccccc1OC)S(=O)(=O)c1cccs1	0%	-2%	-1.3%	-1.1	6%	i	-4%	31%	13%
Cc1ccccc1N(CC(=O)NCCSCc1ccccc1)S(C)(=O)=O	9%	-4%	-0.4%	-0.2	-1%	i	0%	-8%	-14%
O=C(CC(NS(=O)(=O)c1ccc(Cl)cc1)c1ccco1)NCc1ccco1 (stereo not drawn)	-2%	47%[activator]	8.1%	3.0	0%	i	?	-21%	1%
COc1ccc2cc(CNc3ccc(C)cc3)c(=O)n(CC(=O)Nc3cccc(C(F)(F)F)c3)c2c1	·	10%	5.8%	·	1%	i	14%	-26%	0%
CC(C)C(=O)Nc1ccc(N2CCCC2)c(Cl)c1	-4%	23%[11.3 µM]	0.7%	-4.5	5%	i	26%	-1%	5%
CC1(C)Cc2c(cnn2-c2ccccc2)C(NC(=O)CCc2ccc(=O)[nH]n2)C1 (stereo not drawn)	-4%	-3%	0.1%	3.0	-3%	i	-9%	3%	1%
COc1cc(COCC(O)CN2CCOCC2)cc(OC)c1OC (stereo not drawn)	1%	1%	-0.4%	-0.6	3%	i	·	4%	?
COc1ccc(CNC(=O)C2CCC(CNS(=O)(=O)c3ccccc3)CC2)cc1 (stereo not drawn)	8%	-13%	-0.4%	-2.9	6%	i	-3%	-7%	0%
Cc1ccc2oc(C(=O)N3CCN(Cc4nccn4C)CC3)c(C)c2c1	4%	4%	-0.7%	-2.5	5%	i	6%	-11%	27%
O=C(Cc1cccs1)NNC(=O)c1ccccc1Cl	4%	15%	0.3%	-0.7	3%	i	5%	-6%	1%
O=C(NCCCN1CCCCC1)c1ccc2c(=O)n(CCc3ccccc3)c(=O)[nH]c2c1	2%	10%	2.6%	-0.4	-6%	i	5%	-18%	12%
CCOC(=O)C1=C(C)NC(C)=C(C(=O)OCC)C1c1cc(N)ccc1OC(F)F	-8%	-7%	0.3%	0.6	-7%	i	16%	-18%	-13%
Cc1ccc(S(=O)(=O)Nc2cccc(-c3ccc4nncn4n3)c2)cc1	-9%	-16%	-0.7%	0.7	-21%	i	19%	-12%	-20%
O=[N+]([O-])c1cccc2c1ccc1ncccc12	-2%	-14%	0.4%	2.2	-8%	i	-26%	-2%	3%
COc1ccc(N2CCN(C(=O)c3cc4c(-c5ccc(Cl)cc5)nn(C)c4s3)CC2)cc1	7%	4%	3.7%	0.4	3%	i	?	4%	7%
COc1cc(NC(=O)CN(C)S(=O)(=O)c2ccc3c(c2)CCC(=O)N3)cc(OC)c1	12%	5%	8.2%	-2.8	-2%	i	-7%	-7%	-4%
Cc1ccc(-c2nnc(SCC(=O)Nc3nccs3)n2N)cc1	9%	4%	1.7%	2.1	-16%	i	-11%	-27%	1%
O=C(O)C1CCCN1C(=O)OCc1ccccc1 (stereo not drawn)	0%	4%	0.0%	-0.3	1%	i	8%	11%	0%
COCCc1nn2c(=O)cc(COC(=O)c3ccc4c(c3)OCO4)nc2s1	·	-2%	3.4%	·	10%	i	?	-31%	19%

Part of the list above in another layout:
SMILES | EPAC2 ag | ATXN2 expr inh | Nrf2 activator | IL2 activator | A549 viability | S2 tox | Nrf2 inh | HepG2 viability | TGFb SMAD3 inh
CCNC(=O)CN(c1ccccc1OC)S(=O)(=O)c1cccs1 | 0% | -2% | -1.3% | -1.1 | 6% | i | -4% | 31% | 13%
Cc1ccccc1N(CC(=O)NCCSCc1ccccc1)S(C)(=O)=O | 9% | -4% | -0.4% | -0.2 | -1% | i | 0% | -8% | -14%

Following part
SMILES	EPAC2 ag	ATXN2 expr inh	Nrf2 activator	IL2 activator	A549 viability	S2 tox	Nrf2 inh	HepG2 viability	TGFb SMAD3 inh
CCCCCN(C(=O)CCC(=O)OCC(=O)c1c(C)cc(C)cc1C)c1c(N)n(CCCC)c(=O)[nH]c1=O	-8%	2%	0.2%	1.8	-11%	i	?	6%	-6%
CCOC(=O)Cc1csc(NC(=O)c2ccc(Br)o2)n1	0%	14%	2.3%	-0.4	-6%	i	-1%	3%	8%
CCCCOc1ccc(-c2nnn(C(C)C(=O)OCC)n2)cc1 (stereo not drawn)	6%	-8%	-0.4%	-3.1	8%	i	3%	-13%	2%
O=C(CN1C(=O)NC2(CCCCCC2)C1=O)N1CCN(S(=O)(=O)c2ccccc2)CC1	2%	·	0.0%	0.5	10%	i	1%	-10%	-11%
Cc1ccc(CNc2ccc(-c3nc(-c4ccco4)no3)cc2[N+](=O)[O-])cc1	·	9%	0.3%	·	0%	i	?	-3%	-4%
Cc1ccc(-c2nc3cc(N)ccc3o2)cc1	-4%	-29%	-0.2%	-2.6	-22%	i	?	-19%	-3%
O=C(CC1(O)C(=O)N(Cc2cccc3ccccc23)c2ccccc21)c1cccnc1 (stereo not drawn)	4%	-13%	-0.8%	-2.7	-3%	i	2%	-12%	-19%
O=C(Nc1ccccc1)N1CC=C(c2ccc(F)cc2)CC1	12%	20%	3.6%	-0.1	-8%	i	1%	-22%	1%
COc1cccc(C2C=C(Nc3ccccc3)C(=O)N2c2ccccc2)c1 (stereo not drawn)	0%	-24%[11.3 µM]	2.9%	-1.4	1%	i	?	3%	-8%
COc1ccc(-c2ccc(N)[n+](CCCC(=O)O)n2)cc1	-4%	-5%	0.0%	1.8	-4%	i	-4%	-9%	3%
O=C1CCCCC1Sc1ccc(Cl)cc1[N+](=O)[O-] (stereo not drawn)	4%	1%	3.4%	0.1	-14%	i	14%	18%	-17%
O=C(CCCCCN1C(=O)c2cccc3cccc(c23)C1=O)NC1CCS(=O)(=O)C1 (stereo not drawn)	-8%	9%	-0.2%	-2.2	1%	i	-27%	-3%	7%
Cc1ccc([N+](=O)[O-])c(NC2OC(CO)C(O)C2O)c1 (stereo not drawn)	16%	-10%	-0.1%	1.9	-16%	i	-16%	-16%	1%
COC(=O)C1CCN(C(=O)Cn2nnc(-c3ccccc3)n2)CC1	4%	2%	0.5%	-0.2	14%	i	6%	-2%	37%[activator]
CCOC(=O)c1c(NCCN(C)C)c2ccccc2[nH]c1=O	4%	4%	1.3%	-1.6	4%	i	1%	0%	-15%
Cn1c(=O)c2c(-c3ccccc3Cl)n(Cc3ccc(Cl)cc3)cc2n(C)c1=O	·	·	0.4%	·	3%	·	6%	-16%	2%
COCCn1c(C)c(C(=O)O)sc1=S	0%	4%	0.1%	1.6	-2%	i	5%	6%	1%
Cc1cccc2c1N(C(=O)CN1C(=O)c3ccccc3C1=O)C(C)(C)c1ssc(=S)c1-2	7%	-6%	0.0%	-0.3	-9%	i	-5%	0%	7%
COc1ccc2c(c1)c(=O)c(C(=O)c1ccc(Cl)cc1)cn2CC(=O)Nc1ccc(F)cc1	8%	-20%	-0.8%	-3.5	-21%	i	-30%	-3%	2%
c1ccc(-c2c[n+]3c(n2-c2ccccc2)SCC3)cc1	1%	-17%	-0.3%	-0.4	12%	i	?	19%	-8%
Cc1ccc(C(NC(N)=O)c2ccccc2)cc1 (stereo not drawn)	5%	-14%	-0.5%	-0.4	21%	i	-15%	-4%	8%
Cc1ccc(NC(=S)NNc2ccc(C(=O)O)cc2[N+](=O)[O-])cc1C	12%	-31%	-0.5%	-0.1	-2%	i	-15%	-3%	-4%
O=C(NNC(=O)c1cc2ccccc2o1)c1ccncc1	8%	-14%	-0.7%	1.5	3%	?	9%	1%	0%
COc1ccc(N2C(=NC(=O)C3CCCCC3)SC3CS(=O)(=O)CC32)cc1 (stereo not drawn)	-20%	-7%	0.1%	2.0	-5%	i	-9%	3%	14%
COc1cccc(-c2nc3c(c(SCC(=O)Nc4cccc(C)c4C)n2)Cc2c(CO)cnc(C)c2O3)c1	·	·	0.2%	·	11%	·	?	-15%	?
CCOC(=O)c1ccc(N/C=C\C(=O)c2cccc(OC)c2)cc1	3%	-1%	2.8%	-0.8	-13%	i	?	-11%	0%
CCOC(=O)c1c(NC(=S)NCC2CCCO2)sc(C)c1C (stereo not drawn)	7%	3%	4.4%	0.5	0%	i	-1%	2%	-2%
N[C@H](CSCc1ccccc1)C(=O)Nc1ccc([N+](=O)[O-])cc1	11%	-32%	5.0%	-0.3	2%	i	0%	-102%	-5%
Cn1c(=O)c2c(SCC(=O)N3CCCC3)nc(CC(C)(C)C)nc2n(C)c1=O	-5%	-3%	-0.7%	-4.6	4%	i	-1%	0%	7%
CCCCC/C=N\NC(=O)Cc1ccc([N+](=O)[O-])cc1	-4%	-7%	-0.7%	1.2	0%	i	9%	19%	-1%
CCc1cc(=O)oc2cc(OCc3nn[nH]n3)ccc12	-1%	-10%	-0.6%	-2.3	3%	i	-8%	-4%	0%
COCCNC(=O)C1(C)CCCN(C(=O)c2cc(C)oc2C)C1 (stereo not drawn)	3%	0%	-0.4%[9.22 µM]	0.5	·	i	·	6%	-4%
Cc1csc(NC(=O)CCCNC(=O)c2ccc(Cl)cc2)n1	4%	1%	-1.0%	0.0	-3%	i	-10%	-4%	-9%
COC(=O)c1ccc(NC(=O)CN2CCN(c3ccccn3)CC2)cc1	-3%	4%	0.4%	-3.2	1%	i	0%	3%	4%
CC(NC(=O)COC(=O)/C=C/c1ccco1)c1ccccc1 (stereo not drawn)	3%	-1%	13µM*	0.2	-9%	i	16%	7%	-24%
Cc1cc(-n2cnnn2)cc(C)c1S(=O)(=O)NCCOc1ccccc1	6%	·	-0.7%	0.2	-4%	?	10%	0%	-4%

Source: PubChem BioAssay (National Center for Advancing Translational Sciences (NCATS))
